Compound activity as filed in PubChem.
Cdc42 wt GTP = modulators (inhibitors or activators) of GTP binding to human Cdc42 wildtype. P60953. GST-Cdc42 beads, Bodipy-GTP binding, flow cytometry; actives lie on both sides. percent activity (GTP binding), % at 10 µM. hit rate 0.2% among 190,000. AID 761;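 active = percent activity GTP binding at least 20 points away from the 100% baseline, either down as inhibitor or up as activator; inconclusive = compound flagged as likely green fluorescent from well-wide comparison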;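 note: median bead fluorescence of bound Bodipy-FL-GTP at 100 nM; 0% = excess unlabeled GTP control and 100% = no compound control; below 100% means less GTP binding so inhibitor and above means activator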
HRas wt GTP bind = changes GTP binding to wildtype human HRas; P01112; GST-Ras wt beads, Bodipy-FL-GTP binding, flow cytometry; actives lie on both sides; GTP binding activity, % at 10 µM; hit rate 0.14% among 190,000; AID 759;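 active = GTP binding activity at least 20% away from the 100% baseline, either lowered as inhibitor or raised as activator; inconclusive = flagged as likely green fluorescent, judged across all proteins in the well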;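 note: 0% = unlabeled GTP competition control and 100% = no-compound control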
ABCB1 inh = human ABCB1 inhibition, ABCG2 as counter-screen | P08183 | CCRF-Adr cells, JC-1 efflux, flow cytometry | inhibition, % at 6.6 µM | hit rate 0.067% among 190,000; in the data active = inhibition above about 40%;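 note: 0% = vehicle and 100% = reference inhibitor; higher value means more JC-1 retained so stronger ABCB1 efflux block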
Rac1 mut GTP = modulators of GTP binding to human Rac1 activated mutant; GST-Rac1 activated beads, fluorescent GTP binding, flow cytometry; actives lie on both sides; 100% means binding = to untreated wells; hit rate 0.11% among 190,000; AID 764; percent activity (GTP binding), % at 10 µM; P63000;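 active = GTP binding at least 20 percentage points away from the 100% baseline, in either direction, so actives lie on both sides; inconclusive = Compound likely fluorescent itself, or too few beads counted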
ABCG2 inh = human ABCG2 inhibition, ABCB1 as counter-screen. IgMXP3 cells, JC-1 efflux, flow cytometry. inhibition, % at 6.6 µM. hit rate 0.1% among 190,000. AID 1325;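 active = inhibition above 80%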;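 note: 0% = DMSO and 100% = nicardipine control wells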
Target sequence (Q9UNQ0 whole entry, looked up): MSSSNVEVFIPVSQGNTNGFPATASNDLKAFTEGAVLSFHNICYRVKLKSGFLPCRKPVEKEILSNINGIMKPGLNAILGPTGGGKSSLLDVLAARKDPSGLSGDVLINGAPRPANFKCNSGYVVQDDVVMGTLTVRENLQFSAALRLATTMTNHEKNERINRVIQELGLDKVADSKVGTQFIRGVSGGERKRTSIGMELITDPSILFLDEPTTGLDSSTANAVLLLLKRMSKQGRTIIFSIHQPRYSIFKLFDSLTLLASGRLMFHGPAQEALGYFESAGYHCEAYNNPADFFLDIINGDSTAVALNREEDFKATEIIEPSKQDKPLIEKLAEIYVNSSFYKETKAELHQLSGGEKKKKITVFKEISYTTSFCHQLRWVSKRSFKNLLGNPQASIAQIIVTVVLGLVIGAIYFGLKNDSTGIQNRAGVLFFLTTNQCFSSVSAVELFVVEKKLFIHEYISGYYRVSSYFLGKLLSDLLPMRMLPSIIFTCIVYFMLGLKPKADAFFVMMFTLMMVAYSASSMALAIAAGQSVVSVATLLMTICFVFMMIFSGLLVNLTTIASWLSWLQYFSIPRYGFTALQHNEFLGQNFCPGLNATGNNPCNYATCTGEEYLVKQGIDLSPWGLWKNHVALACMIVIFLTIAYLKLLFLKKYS
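Incubation: cells with compound and JC-1, 10 min at 25 °C, rotating, no wash / Test system: IgMXP3 (ABCG2) plus far-red-tagged CCRF-Adr (ABCB1) cells / Compound dosing: one concentration, 6.6 µM final / Also added: JC-1 fluorescent substrate / Evaluation: efflux inhibition in percent versus controls / Detection: flow cytometry, 530 nm JC-1 signal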
Rab2A wt mod = changes GTP binding to wildtype dog Rab2A, up or down. P61105. GST-Rab2 wt beads, Bodipy-GTP binding, flow cytometry. GTP binding activity, % at 10 µM. hit rate 0.19% among 190,000;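 active = GTP binding activity at least 20 points away from 100%, either lowered or raised; inconclusive = signal likely due to the compound's own green fluorescence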;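 note: 0% = beads with excess unlabeled GTP and 100% = no-compound control corrected for plate trend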
Avidin fluor = avidin bead compound fluorescence profile. Avidin beads, compound fluorescence 488/530 nm, flow cytometry; hits give high values. hit rate 0.38% among 220,000. AID 1775. fluorescence (KMESF) at 10 µM; in the data active = fluorescence above about 47; note: inactives centre near 10
Pf gametocyte = P. falciparum stage V gametocyte viability inhibition; P. falciparum stage V gametocytes, ATP luminescence, 24 h; inhibition, % at 10.9 µM; hit rate 0.065% among 150,000;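 active = inhibition above the mean plus 3 SD of compounds within the control limits, set per campaign, cut at about 38% in these data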;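 note: 0% = DMSO wells and 100% = medium only without gametocytes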
Rab7 wt GTP bind = dog Rab7 wildtype GTP binding, inhibitors and activators; GST-Rab7 beads, fluorescent GTP binding, flow cytometry; actives lie on both sides; untreated = 100%, excess cold GTP = 0%; GTP binding activity (percent of control), % at 10 µM; hit rate 0.055% among 190,000; AID 758;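 active = fluorescent GTP binding to Rab7 beads changed by at least 20 points from the 100% baseline, either direction, mostly lower; inconclusive = compound itself probably fluorescent, or too few beads counted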;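 note: median green fluorescence of bound Bodipy-FL-GTP per Rab7 bead population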
Rac1 wt GTP bind = modulators of human Rac1 wildtype GTP binding | P63000 | GST-Rac1 beads, fluorescent GTP binding, flow cytometry; actives lie on both sides; 0 = cold GTP competed, 100 = untreated | GTP binding activity (% of control), % at 10 µM | hit rate 0.27% among 190,000;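 active = GTP binding activity at least 20 points away from the 100% control level, either lower or higher; inconclusive = compound flagged as likely green fluorescent, judged across all proteins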
Mcl1-Noxa inh = disrupts binding of human Mcl-1 to Noxa peptide; Q07820; TR-FRET Mcl-1/Noxa peptide binding, 2 h; inhibition, % at 21.7 µM; hit rate 1.5% among 220,000; AID 1022;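 active = compounds that cut the protein-peptide binding signal by more than 50% relative to plate controls in a single-dose test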;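 note: His-tagged Mcl-1 with rhodamine Noxa BH3 peptide and terbium anti-His antibody; 0% = Mcl-1 plus Noxa peptide wells and 100% = peptide-only wells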
Target sequence (Q07820 whole entry, looked up): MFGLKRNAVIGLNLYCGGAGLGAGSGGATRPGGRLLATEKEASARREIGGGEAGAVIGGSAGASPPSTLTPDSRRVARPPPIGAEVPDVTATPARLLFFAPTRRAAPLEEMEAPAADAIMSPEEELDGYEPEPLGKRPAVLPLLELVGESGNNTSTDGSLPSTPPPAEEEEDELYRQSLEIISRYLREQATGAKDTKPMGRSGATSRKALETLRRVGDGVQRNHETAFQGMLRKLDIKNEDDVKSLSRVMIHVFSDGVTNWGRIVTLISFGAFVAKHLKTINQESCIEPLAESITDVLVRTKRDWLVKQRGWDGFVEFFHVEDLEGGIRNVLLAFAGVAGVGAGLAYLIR
* hit, by the source's call; ? = inconclusive; / = not tested or not shown. Rows were taken by chance; overall some 2.3% were active at least once.

SMILES | Cdc42 wt GTP | HRas wt GTP bind | ABCB1 inh | Rac1 mut GTP | ABCG2 inh | Rab2A wt mod | Avidin fluor | Pf gametocyte | Rab7 wt GTP bind | Rac1 wt GTP bind | Mcl1-Noxa inh
CCN1C(c2ccccc2)C(C)C(=O)C(C)C1c1ccccc1 (stereo not given) | 98 | 100 | 0.6 | 96 | 2 | 98 | 12 | / | 97 | 96 | -11
COC(=O)c1cc(-c2ccccc2)n(CC(=O)O)c1C | 101 | 100 | 1.9 | 97 | 18 | 98 | 28 | 18 | 101 | 104 | 3
Cc1ccc(NC(=O)CSc2nnc(-c3ccncc3)o2)cc1C | 97 | 98 | -0.4 | 96 | 6 | 96 | 6 | -11 | 94 | 99 | 9
Cc1ccc(NC(=O)COC(=O)C2CSC3(C)CCC(=O)N23)cc1S(=O)(=O)N1CCOCC1 (stereo not given) | 100 | 98 | 0.0 | 97 | 4 | 99 | 13 | -12 | 105 | 100 | 18
COc1ccc(-c2ccc(/C=N/NC(=O)c3cccnc3)o2)c([N+](=O)[O-])c1 | 107 | 103 | 0.8 | 100 | 33 | 104 | 15 | / | 107 | 107 | 74*
Cc1cc(C)c2c(n1)sc1c(=O)n(Cc3ccccc3Cl)nnc12 | 104 | 105 | 0.8 | 98 | 3 | 100 | 19 | 16 | 102 | 109 | 13
Cc1csc(SCC(=O)NCc2cccs2)n1 | 103 | 104 | -0.2 | 101 | -1 | 104 | 21 | 24 | 105 | 103 | -4
O=C(OCC(=O)N1CCN(C(=O)COC(=O)c2ccncc2)CC1)c1ccncc1 | 97 | 96 | 0.3 | 96 | 8 | 100 | 11 | / | 99 | 98 | 13
Cc1cc(C)n(-c2ccc(C(=O)OCC(=O)NCc3ccc(Cl)cc3)cc2)n1 | 102 | 100 | 0.8 | 102 | 8 | 98 | 12 | -21 | 99 | 105 | -23
O=C(NC(=S)Nc1cccnc1Cl)c1ccco1 | ? | ? | -1.4 | ? | -4 | ? | 11 | 25 | ? | ? | 31
Cc1n(CC(O)COCc2ccccc2)c2ccccc2[n+]1C (stereo not given) | 100 | 102 | 0.7 | 100 | 3 | 100 | 21 | / | 103 | 104 | -2
NC(=O)CN1CCN(C(=O)NC2CCCCC2)CC1 | 100 | 100 | 0.3 | 98 | 0 | 101 | 8 | / | 104 | 106 | 5
CC1CCN(c2nc3c(c(=O)n(C)c(=O)n3C)n2CCSc2nc3ccccc3o2)CC1 | 104 | 101 | 1.6 | 99 | 4 | 102 | 17 | / | 101 | 103 | 12
Cc1ccc(NC(=S)NC(=O)c2ccc(-c3ccc(Cl)cc3)o2)c(O)c1 | 92 | 94 | -1.2 | 89 | -4 | 88 | 14 | 4 | 90 | 88 | -62
COc1ccc(Cl)cc1C(Nc1cccnc1)c1ccc2cccnc2c1O (stereo not given) | 95 | 95 | -1.8 | 94 | -4 | 94 | 3 | -16 | 97 | 96 | 46
CCOC(=O)Cc1csc(SCC(=O)N2CCN(c3ccc(OC)cc3)CC2)n1 | 96 | 99 | 0.8 | 96 | 4 | 98 | 15 | 13 | 97 | 96 | 19
Cc1nc2c(c(=O)n1CCC1=CCCCC1)c1nc3ccccc3nc1n2/N=C/c1ccccc1 | 103 | 100 | 2.9 | 100 | 5 | 98 | 36 | / | 99 | 102 | 17
S=C1Nc2ccccc2Sc2ccc(Cl)cc21 | 96 | 94 | -1.1 | 99 | -5 | 94 | 2 | -9 | 93 | 98 | 10
Cn1cnnc1SC(C(=O)c1ccccc1)c1ccccc1 (stereo not given) | 99 | 99 | 0.5 | 98 | 1 | 99 | 10 | / | 97 | 95 | 5
Oc1c(C=NCc2ccc(F)cc2)[nH]c2ccc(Br)c(Cl)c12 | 105 | 104 | 1.5 | 103 | 4 | 108 | 12 | -3 | 106 | 110 | 38
CCOC(=O)c1c(NC(=O)C2C3CCC(O3)C2C(=O)O)sc(C)c1-c1ccc(F)cc1 (stereo not given) | 99 | 101 | 0.1 | 97 | 1 | 102 | 25 | -8 | 106 | 101 | 8
CN(C)c1ccc(NC(=O)COC(=O)c2cc(Cl)ccc2[N+](=O)[O-])cc1 | 95 | 99 | 5.8 | 97 | 19 | 96 | 2 | 16 | 97 | 100 | 54*
COc1ccc(C(=O)NC(=S)NNC(=O)CNC(=O)C2CCCCC2)cc1 | ? | ? | 0.2 | ? | 0 | ? | 10 | -19 | ? | ? | -4
COc1ccc(C(=O)N(CN2CCCC2=O)c2nccs2)cc1OC | 99 | 99 | 0.9 | 98 | 5 | 99 | 13 | -19 | 99 | 99 | 6
OC(COc1cccc2ccccc12)CN1CCN(c2ccccn2)CC1 (stereo not given) | 101 | 101 | 0.0 | 96 | 0 | 101 | 6 | / | 105 | 101 | 4

Entries of single compounds as entered above. Values in the order: Cdc42 wt GTP	HRas wt GTP bind	ABCB1 inh	Rac1 mut GTP	ABCG2 inh	Rab2A wt mod	Avidin fluor	Pf gametocyte	Rab7 wt GTP bind	Rac1 wt GTP bind	Mcl1-Noxa inh
`Cc1nc2c(c(=O)n1CCC1=CCCCC1)c1nc3ccccc3nc1n2/N=C/c1ccccc1` reads 103	100	2.9	100	5	98	36	/	99	102	17
`COC(=O)c1cc(-c2ccccc2)n(CC(=O)O)c1C` reads 101	100	1.9	97	18	98	28	18	101	104	3
`CC1CCN(c2nc3c(c(=O)n(C)c(=O)n3C)n2CCSc2nc3ccccc3o2)CC1` reads 104	101	1.6	99	4	102	17	/	101	103	12
`COc1ccc(C(=O)NC(=S)NNC(=O)CNC(=O)C2CCCCC2)cc1` reads ?	?	0.2	?	0	?	10	-19	?	?	-4

Later entries:
SMILES | Cdc42 wt GTP | HRas wt GTP bind | ABCB1 inh | Rac1 mut GTP | ABCG2 inh | Rab2A wt mod | Avidin fluor | Pf gametocyte | Rab7 wt GTP bind | Rac1 wt GTP bind | Mcl1-Noxa inh
COc1ccc(-c2noc(-c3ccc(Br)o3)n2)cc1OC | 102 | 98 | 0.5 | 97 | 5 | 101 | 15 | 12 | 101 | 104 | 10
COc1ccc(Cl)cc1NC(=O)NC(C)C | 103 | 99 | -0.5 | 93 | -2 | 92 | 9 | 2 | 96 | 98 | -16
CC(c1ccccc1)N1CNc2c(c(=O)n(C)c(=O)n2C)C1 (stereo not given) | 109 | 107 | -0.4 | 102 | 0 | 110 | 6 | / | 99 | 104 | -11
C=CCn1c(=O)c2ccccc2n2c(SCc3cc(=O)n4ccsc4n3)nnc12 | ? | ? | 0.5 | ? | 2 | ? | 35 | -11 | ? | ? | 3
Cc1noc(C)c1S(=O)(=O)Nc1c(C)n(C)n(-c2ccccc2)c1=O | 105 | 102 | 0.1 | 100 | 0 | 102 | 42 | / | 100 | 104 | 0
O=C(N/N=C1/CCS(=O)(=O)c2ccc(F)cc21)c1ccccn1 | 99 | 98 | 2.6 | 98 | 6 | 99 | 10 | 20 | 103 | 96 | 31
CCNC(=O)COC(=O)c1ccc(NS(=O)(=O)c2ccc3c(c2)OCCO3)cc1 | 99 | 100 | 1.1 | 95 | 4 | 99 | 7 | -5 | 103 | 100 | 26
O=C1c2ccccc2C(=O)N1CCc1nn[nH]n1 | 97 | 98 | -0.1 | 94 | 0 | 97 | 30 | / | 97 | 96 | 38
COc1ccc(-c2n[nH]c(C)c2-c2cc(OC)ccc2O)cc1 | 101 | 101 | 0.2 | 99 | 1 | 102 | 8 | 7 | 103 | 102 | 9
Cc1c(CN(C)Cc2cn(C)nc2-c2ccccc2F)[nH]c2ccccc12 | 96 | 97 | 0.3 | 96 | 1 | 95 | 9 | 5 | 97 | 99 | 5
O=C(NC1(C(F)(F)F)NC(=O)N(c2ccccc2F)C1=O)c1ccncc1 (stereo not given) | 99 | 101 | 0.5 | 101 | 8 | 100 | 4 | -3 | 96 | 99 | -2
O=C(O)Cc1ccc(NC(=O)C(c2ccccc2)c2ccccc2)cc1 | 99 | 98 | 0.2 | 97 | 2 | 99 | 9 | -14 | 100 | 99 | -12
Cc1ccc(NC(=O)COC(=O)c2ccc3c(c2)OCO3)cc1S(=O)(=O)N1CCCCC1 | 98 | 97 | 0.2 | 98 | -1 | 98 | 3 | -3 | 100 | 99 | 9
CC(C)C(OC(=O)c1oc2ccccc2c1CSC1CCCCC1)C(=O)NC(N)=O (stereo not given) | 98 | 99 | -0.2 | 97 | 0 | 101 | 6 | / | 106 | 100 | 2
Cc1ccc(C(CC(=O)O)Nc2nc(N3CCCCC3)nc(N3CCCCC3)n2)cc1 (stereo not given) | 102 | 101 | 0.2 | 100 | 1 | 103 | 9 | -6 | 104 | 102 | 22
CCOc1ccc(C(=O)CSc2nnc3ccccn23)cc1 | 101 | 103 | 0.3 | 98 | 2 | 101 | 9 | / | 104 | 105 | 0
CCC(C)NC(=O)COC(=O)c1ccccc1OCC(=O)Nc1ccc(Br)cc1 (stereo not given) | 101 | 99 | 0.6 | 98 | 21 | 100 | 9 | 17 | 99 | 102 | -4
CNC(=S)N1N=C(c2ccc(Br)cc2)CC1c1ccc(Br)cc1 (stereo not given) | 102 | 100 | 0.3 | 99 | 1 | 101 | 48* | 5 | 102 | 103 | -3
CCN(CC)S(=O)(=O)c1ccc(-c2nnc(SCC(C)=O)o2)cc1 | 99 | 97 | 0.5 | 95 | 2 | 100 | 13 | 1 | 101 | 102 | 10
COc1ccc(NCC(=O)n2c(C)c(C)c3ccccc32)cc1 | 97 | 97 | 0.3 | 94 | 2 | 94 | 23 | / | 100 | 96 | 13
COc1cc(C)c(NC(=S)NCCCN2CCOCC2)cc1OC | 97 | 100 | 0.6 | 97 | 1 | 102 | 9 | -2 | 105 | 99 | 6
O=C(c1cc(-c2cccc(O)c2)on1)N1CCOCC1 | 101 | 99 | -0.1 | 100 | 0 | 99 | 6 | / | 97 | 101 | 1
CCSc1ncc(Cl)c(C(=O)N(Cc2ccc(N(C)C)cc2)C2CCS(=O)(=O)C2)n1 (stereo not given) | 98 | 98 | 0.4 | 94 | 1 | 96 | 9 | -9 | 95 | 102 | 21
O=C(COc1ccccc1-c1ccccc1)NN=C1CCCC1 | 95 | 94 | 0.5 | 94 | 3 | 95 | 5 | / | 94 | 95 | -21
Cc1ccc(CN2CCSCC2)c(C)c1 | 101 | 99 | 0.4 | 99 | 8 | 103 | 4 | -1 | 102 | 103 | 12
Cc1cc(O)ccc1NC(=O)CCN1C(=O)c2ccc([N+](=O)[O-])cc2C1=O | 97 | 100 | 0.3 | 101 | 9 | 102 | 13 | 5 | 97 | 103 | 3
